HSP90 refold inh: blocks HSP90-mediated luciferase refolding in reticulocyte lysate | Rabbit reticulocyte lysate, luciferase refolding luminescence, 3 h | inhibition, % at 5.6 µM | 0.91% of 290,000 active | AID 1789;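 active = inhibition above the screen-wide mean plus 3 SD, computed separately per campaign, cut at about 16% in these data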;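 note: 0% = DMSO wells and 100% = 60 µM geldanamycin wells; inhibitors lower the luminescence because luciferase stays unfolded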
aSyn 5UTR inh: MLPCN primary screen, SNCA 5' untranslated region; inhibition, % (tested at 7.5 µM); alpha-synuclein 5'UTR reporter, inhibitor activity; AID 1813; 0.82% of 300,000 active; in the data active = inhibition above about 60%; inconclusive = no clear call, values can overlap the other calls;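 note: H4 neuroglioblastoma cells stably carrying SNCA 5'UTR luciferase fusion; 0% = DMSO wells and 100% = positive control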
HIF act: HIF pathway transcriptional activation; 0.32% of 300,000 active; U2OS HRE-luciferase reporter, luminescence; normalized: DMSO 0%, desferrioxamine 100%; activation, % at 7.5 µM (by protocol); AID 1910;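 active = mean activation of at least 10% of the iron chelator positive control signal, with at least half of replicates also reaching 10%; inconclusive = mean and replicate majority disagree about reaching 10%; inactive = mean and most replicates under 10%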
AI-2 QS modul: modulates the Vibrio harveyi AI-2 quorum sensing system | Vibrio harveyi JMH597 AI-2 luminescence/OD600 ratio, 9 h; hits give low values; strain lacks LuxN and CqsS sensors; 0 = neutral-control median | activity change, % at 7.5 µM | 0.4% of 300,000 active | AID 2094; in the data active = activity change below about -75%, passing the limit was not always enough; inconclusive = no clear call, values can overlap the other calls;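 note: luminescence divided by OD600 gain over 9 h not by final OD600 alone; inactives centre near 13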
HDAC3 inhib: blocks human histone deacetylase 3 | 0.15% of 320,000 active | inhibition, % at 8.3 µM | O15379 | recombinant HDAC3, fluorogenic peptide/trypsin coupled, fluorescence; in the data active = inhibition above about 26%, passing the limit was not always enough; inconclusive = no clear call, values can overlap the other calls
Target sequence (O15379 whole entry, looked up): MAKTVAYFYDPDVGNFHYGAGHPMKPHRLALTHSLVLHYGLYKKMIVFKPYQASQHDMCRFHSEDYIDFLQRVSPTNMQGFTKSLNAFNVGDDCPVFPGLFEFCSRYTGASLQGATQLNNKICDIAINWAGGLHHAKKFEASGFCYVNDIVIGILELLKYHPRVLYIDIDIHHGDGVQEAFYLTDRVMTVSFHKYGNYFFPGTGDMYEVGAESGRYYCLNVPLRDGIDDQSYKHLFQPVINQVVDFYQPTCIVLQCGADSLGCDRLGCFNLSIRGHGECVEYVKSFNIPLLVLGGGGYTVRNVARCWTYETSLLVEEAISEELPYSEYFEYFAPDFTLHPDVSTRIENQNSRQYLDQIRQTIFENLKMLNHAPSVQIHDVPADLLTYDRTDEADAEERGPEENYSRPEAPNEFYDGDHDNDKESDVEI
KLF5 inh: kruppel-like factor 5 inhibition. AID 1700. 0.23% of 290,000 active. DLD-1 KLF5 promoter-luciferase reporter, luminescence. inhibition, % at 5 µM;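 active = inhibition above a per-plate limit of that plate's mean compound inhibition plus 3 SD, cut at about 60% in these data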;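 note: 0% = DMSO wells and 100% = LY294002 at 200 µM; higher means less KLF5 promoter-driven luciferase light; inactives centre near -14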
HSF-1 act: increases HSF-1 driven luciferase reporter signal; 1.7% of 300,000 active; activation, % at 9 µM; NIH3T3-HGL HSF-1 luciferase reporter, MG132, 8 h; 100% = twice DMSO control signal;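 active = mean replicate activation of at least 50% with a set share of replicates each reaching 50%; inconclusive = only one of those two conditions met; inactive = mean below 50% and too few replicates reaching it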;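 note: 0% = median of the neutral control wells and 100% = twice that signal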
Platelet DG rel: modulates dense granule release in human platelets; 0.22% of 300,000 active; AID 1663; human platelet-rich plasma, SFLLRN dense granule ATP release, luminescence; inhibition, %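 (compounds screened at 7.5 µM in platelet-rich plasma)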;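 active = mean replicate score, as percent of positive control, at or above 50; inconclusive = mean below 50 but at least one replicate at or above 50; inactive = mean and every replicate below 50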
HSF1 inhib: HSF1 inhibition | 0.77% of 300,000 active | activity change, negative = inhibition, % at 7.5 µM (by protocol) | NIH3T3-HGL HSE-luciferase, MG132-induced, luminescence 8 h; hits give low values;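 active = more than half of replicate wells show activity change below -50%, luminescence cut by over half; inconclusive = some wells, but at most half, below -50%; inactive = no replicate well below -50%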;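 note: luciferase reports HSF-1 transcriptional activity via heat shock element; 0% = median of DMSO wells and -100% = zero luminescence signal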
IEC-6 cytotox: IEC-6 cytotoxicity, counter-screen for KLF5 inhibitors; 0.78% of 290,000 active; inhibition, % at 5 µM; luminescence viability; in the data active = inhibition above about 22%;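 note: 0% = plate median of test compound wells and 100% = cytotoxic reference compound wells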
An asterisk follows results filed as active; ? = inconclusive; nt = no result given.

SMILES	HSP90 refold inh	aSyn 5UTR inh	HIF act	AI-2 QS modul	HDAC3 inhib	KLF5 inh	HSF-1 act	Platelet DG rel	HSF1 inhib	IEC-6 cytotox
Cc1cc(C)c(S(=O)(=O)N2CCOC2CNC(=O)C(=O)NCCN2CCOCC2)c(C)c1 (stereo not drawn)	-3	0	-0.2	12	1	0	2	-12	1	0
COc1ccc(CCNC2=NCCS2)cc1OC	0	-13	-0.2	30	1	-2	3	-2	-9	-6
CN(C)c1nc(-c2ccc([N+](=O)[O-])cc2)cs1	1	-123	2.2	11	7	-95	14	-14	16	-1
CCCc1nnc(SCC(=O)Nc2cccc(Cl)c2Cl)o1	4	-42	0.0	8	2	-22	34	8	17	5
CCN1C(=O)C(CC(=O)Nc2cccc(C(C)=O)c2)S/C1=N\c1ccccn1 (stereo not drawn)	-8	-3	-0.1	3	-5	-10	1	0	3	-3
CCOC(=O)c1cccc(NC(=O)C2CCC(CNc3c(N4CCOCC4)c(=O)c3=O)CC2)c1 (stereo not drawn)	-3	0	0.0	29	4	-23	6	-10	1	-4
COc1ccc(C(=O)c2ccc(Br)cc2)cc1	3	-59	0.7	-1	-1	-10	0	1	10	4
COCCN1CCc2[nH]c(=S)[nH]c(=O)c2C1	4	3	0.0	17	6	2	-9	-6	2	-2
CCNC(=S)N1CCN(c2ccccn2)CC1	1	-8	-0.1	12	-10	-11	-11	5	-3	7
Cc1ccc(Cl)cc1N(CC(=O)NC(C)c1ccccc1)S(C)(=O)=O (stereo not drawn)	-2	25	-0.4	2	6	-14	14	7	-2	-5

6 of the entries above in order of the KLF5 inh value, falling.
smiles | KLF5 inh
Cc1cc(C)c(S(=O)(=O)N2CCOC2CNC(=O)C(=O)NCCN2CCOCC2)c(C)c1 (stereo not drawn) | 0
COc1ccc(CCNC2=NCCS2)cc1OC | -2
CCN1C(=O)C(CC(=O)Nc2cccc(C(C)=O)c2)S/C1=N\c1ccccn1 (stereo not drawn) | -10
Cc1ccc(Cl)cc1N(CC(=O)NC(C)c1ccccc1)S(C)(=O)=O (stereo not drawn) | -14
CCCc1nnc(SCC(=O)Nc2cccc(Cl)c2Cl)o1 | -22
CN(C)c1nc(-c2ccc([N+](=O)[O-])cc2)cs1 | -95

A second format for some results above.
Values run as follows: HSP90 refold inh | aSyn 5UTR inh | HIF act | AI-2 QS modul | HDAC3 inhib | KLF5 inh | HSF-1 act | Platelet DG rel | HSF1 inhib | IEC-6 cytotox
Cc1cc(C)c(S(=O)(=O)N2CCOC2CNC(=O)C(=O)NCCN2CCOCC2)c(C)c1 (stereo not drawn)
  -3 | 0 | -0.2 | 12 | 1 | 0 | 2 | -12 | 1 | 0
COc1ccc(CCNC2=NCCS2)cc1OC
  0 | -13 | -0.2 | 30 | 1 | -2 | 3 | -2 | -9 | -6
CN(C)c1nc(-c2ccc([N+](=O)[O-])cc2)cs1
  1 | -123 | 2.2 | 11 | 7 | -95 | 14 | -14 | 16 | -1
CCCc1nnc(SCC(=O)Nc2cccc(Cl)c2Cl)o1
  4 | -42 | 0.0 | 8 | 2 | -22 | 34 | 8 | 17 | 5
CCN1C(=O)C(CC(=O)Nc2cccc(C(C)=O)c2)S/C1=N\c1ccccn1 (stereo not drawn)
  -8 | -3 | -0.1 | 3 | -5 | -10 | 1 | 0 | 3 | -3
CCOC(=O)c1cccc(NC(=O)C2CCC(CNc3c(N4CCOCC4)c(=O)c3=O)CC2)c1 (stereo not drawn)
  -3 | 0 | 0.0 | 29 | 4 | -23 | 6 | -10 | 1 | -4
COc1ccc(C(=O)c2ccc(Br)cc2)cc1
  3 | -59 | 0.7 | -1 | -1 | -10 | 0 | 1 | 10 | 4

(more compounds)
SMILES	HSP90 refold inh	aSyn 5UTR inh	HIF act	AI-2 QS modul	HDAC3 inhib	KLF5 inh	HSF-1 act	Platelet DG rel	HSF1 inhib	IEC-6 cytotox
Nc1nc(SCc2ccccc2Cl)[nH]c(=O)c1-c1ccccc1	2	-28	1.3	12	2	-23	7	-2	-4	-6
CC(C)NC(=O)CSc1nc2ccccc2n1CC(=O)N1CCc2ccccc21	-2	4	-0.5	14	-7	-6	-6	-4	-8	-2
COC(=O)c1cc(NC(=O)CC2C(=O)NCCN2C(=O)c2ccc(F)cc2)cc(C(=O)OC)c1 (stereo not drawn)	1	24	0.0	10	-11	-12	3	1	-4	7
Cc1oc(-c2ccccc2)cc1C(=O)Nc1ccc2ccccc2c1	3	-19	0.9	-3	4	-9	-1	3	1	-5
CC(=O)C(=Nc1cccc(Cl)c1)NNc1ccccc1C	nt	16	-0.9	13	12	nt	13	-1	-2	nt
Cc1cccc(C)c1NC(=O)CSc1cc(C(=O)c2nccn2C)c2ccccc2n1	-1	23	-0.2	17	4	-44	6	-2	-3	0
O=C(ONC1=NCCCCC1)c1ccc([N+](=O)[O-])cc1	4	-14	-0.2	62	-1	1	18	-9	9	6
CCCn1c(O)c(/C=C2\C=NN=C2c2ccccc2)sc1=S	7	9	-0.1	-1	-10	1	4	1	0	-3
Nc1c(Cl)c(Cl)nc(C(=O)N/N=C/c2cccnc2)c1Cl	0	-7	0.4	20	-6	-20	-10	-1	-8	4
O=C(CCCn1c(=S)[nH]c2cc3c(cc2c1=O)OCO3)NCc1ccccc1Cl	-8	-3	0.1	30	-5	-23	-10	-13	-3	1
Cc1nc2ccccc2n1CC(=O)N1CC(=O)Nc2ccccc21	-3	27	0.0	17	-6	8	nt	0	nt	1
COc1ccc(N=CC2=C(O)CC(C)(C)CC2=O)cc1	3	-10	0.5	-38	0	-82	15	-1	16	2
CCOC(=O)C1=C(N)n2c(s/c(=C\c3ccco3)c2=O)=C(C(=O)OC(C)C)C1c1ccco1 (stereo not drawn)	2	25	-0.5	38	6	-36	6	-3	4	2
Cc1nn(C)cc1S(=O)(=O)NCc1ccc2c(c1)OCO2	-3	9	263*	21	-8	-26	9	-4	-1	3
COc1cc(OC)cc(C(=O)N[C@H](C(=O)OCC(=O)NC(=O)c2cccn2C)C(C)C)c1	0	-23	0.9	4	nt	5	12	14	-1	-6
CC(C)CN(CC(C)C)C(=O)c1cc2c(=O)n3ccccc3nc2s1	4	27	0.3	9	-24	-10	-11	-1	-3	7
Cc1ccc(N=Cc2c(O)n(-c3nccs3)c(=O)c3ccccc23)cc1	-5	2	0.2	24	-1	22	-7	-2	-12	-2
Cn1c(=O)c2c(nc(N3CCCCC3)n2CCSc2nc3ccccc3s2)n(C)c1=O	3	9	-0.4	16	-3	-10	-8	4	-7	-6
O=C(CSc1nnc(-c2ccncc2)s1)Nc1ccccc1	-5	-17	1.1	33	-9	-15	6	19	4	-12
Cc1ccc(C)c(N2CCN(C(=O)Cn3c(=O)[nH]c4ccsc4c3=O)CC2)c1	2	5	0.2	11	2	-22	-1	4	-4	2
Cc1nc(Nc2ccccc2)sc1C	-4	-112	-0.6	9	1	-47	-59	12	-52*	-2
CC1(C)NC(C)(C)c2nonc2/C1=N\O	-1	30	-0.3	1	1	-10	-16	2	-7	-2
Cc1cccc(NC(=O)CSCC(=O)Nc2cc(S(=O)(=O)N3CCOCC3)ccc2OC(C)C)c1	nt	15	-0.9	26	1	nt	11	-3	4	nt
CSc1ccc(/C=N/n2c(Cc3ccc(Br)cc3)n[nH]c2=S)cc1	-3	10	1.2	24	3	-17	0	-3	-1	-4
NNC(=O)c1cc(Br)cs1	-1	-16	0.4	11	-4	-32	8	-8	-3	6
N/C(=N\OC(=O)c1cc(-c2ccccc2)nc2ccccc12)c1ccncc1	0	2	0.1	7	-2	-6	5	-3	-8	6
CC1Cc2cc(/C(O)=C3/C(=O)C(=O)N(Cc4ccncc4)C3c3ccc(N(C)C)cc3)ccc2O1 (stereo not drawn)	-1	4	0.1	44	6	-9	0	2	-1	1
C=CCn1c(Cc2ccc(OC)cc2)nnc1SCC(N)=O	6	-12	0.3	26	0	-21	44	-4	17	-2
COc1ccc(N2CCN(CC(=O)N3CCC(C)CC3)CC2)cc1	-1	-1	0.0	4	0	-22	-4	2	5	-4
COc1ccc(CNC(=O)C(CC(C)C)NC(=O)c2ccccc2C)cc1 (stereo not drawn)	-2	3	-35	38	-4	-3	7	-4	0	-4
Cc1ccc(C2C(C(=O)c3sc(C)nc3C)=C(O)C(=O)N2CCN2CCOCC2)o1 (stereo not drawn)	1	-1	-0.1	62	-1	-45	3	?	-7	2
Cc1occc1C(=O)NNC1=CC(=O)CC(C)(C)C1	0	-17	0.2	27	-1	-22	9	-2	8	-2
Cc1n[nH]c(C)c1S(=O)(=O)N1CCN(C(=O)c2ccco2)CC1	0	15	-0.1	8	0	-3	4	-1	1	-1
COc1cc(OC)cc(C(=O)Nc2ccc(S(=O)(=O)N3CCOCC3)cc2)c1	-5	-15	0.4	17	0	-30	-10	10	-5	-1
CCC(=O)c1cn(CC(=O)NCC2CCCO2)c2ccccc12 (stereo not drawn)	1	-4	-0.2	42	0	21	-3	5	-7	4
CCCN1Cc2cccc(C(=O)NCc3cccs3)c2C1=O	0	14	1.1	36	-1	-27	6	0	-5	0
O=c1oc2cc(Br)ccc2n1Cc1ccccc1	1	-15	0.2	-4	-11	-15	-39	-3	-28	13
CCC(C)C(NC(=O)OC(C)(C)C)C(=O)NCc1ccco1 (stereo not drawn)	0	10	0.0	11	0	7	-8	-39	-9	1
O=S(=O)(c1cccc(C(F)(F)F)c1)N1CCN(c2nnnn2-c2ccccc2)CC1	2	12	-0.5	27	8	-5	4	18	-1	3
O=C(O)CC(c1ccc(C(F)(F)F)cc1)N1Cc2ccccc2C1=O (stereo not drawn)	8	24	-0.1	22	-1	-31	-2	-9	1	0
CC(C)[C@H](N)C(=O)NC[C@H]1CC[C@H](C(=O)N[C@@H](Cc2ccccc2)C(=O)O)CC1	1	10	-1.4	6	3	-28	-69	-5	-63*	2
Cc1nn(Cc2ccccc2)c(Cl)c1C(=O)OC1CCOC1=O (stereo not drawn)	0	-4	-0.3	18	4	-4	14	-9	2	-8
O=C(CCn1c(=O)sc2ccccc21)NCc1cccs1	0	22	-0.2	1	1	-12	2	9	1	-6
CC(C)CN1C(=O)/C(=C/c2ccco2)NC1=S	-1	-6	-0.1	27	10	5	11	2	6	4
CC(=O)c1c(C(C)=O)c(C)n(-c2ccc(N)cc2)c1C	3	5	-0.3	-3	3	-15	-25	4	-23	3
CCOc1cc2c3c(c1)C1(C(=O)N3C(C)(C)CC2C)C(C#N)=C(N)N2C(=C1C#N)Nc1ccccc12 (stereo not drawn)	1	-2	0.5	24	-2	-28	-4	10	2	-2
COc1ccccc1OCC(O)CNCc1ccc2c(c1)OCO2 (stereo not drawn)	-1	-10	0.8	12	5	11	7	-12	5	-1
CCOC(=O)N1CCC(NC(=O)c2cnn3cccnc23)CC1	2	-11	0.2	1	-1	-20	16	0	-1	1

Assay outcomes from PubChem.
